# HCV NS3h FP = HCV NS3 helicase inhibitors, primary screen, biochemical, fluorescence polarization, ChemBridge library | 16,000 compounds, 1.6% hits | inhibition, % at 100 µM | NS3h Cy5-dT15 DNA binding;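 active means inhibition above the average over every tested compound plus 3 SD, cut at about 40% in these data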
# Cy5 interf NS3h = Cy5 fluorescence quenchers or enhancers, artefact control for HCV NS3 helicase inhibitor project, biochemical, ChemBridge library, Cy5 readout; Cy5-dT15 DNA with NS3h, fluorescence interference; actives lie on both sides; signal over control mean, under 1 quenches; fluorescence interference ratio at 100 µM; 16,000 compounds, 6% hits; AID 720488, 2013;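 active means compound fluorescence over control fluorescence at most 0.8, a quencher, or at least a set upper limit, an enhancer; inactive means ratio between 0.8 and the set upper limit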
# Starred values were filed as active, the others as inactive.
# Sample of the layout, 2 compounds:
# Every second line gives: HCV NS3h FP	Cy5 interf NS3h
- O=C(O)CN1C(=O)/C(=C/c2ccc(OC(=O)c3ccccc3I)cc2)SC1=S
→ 62*	1
- O=C(Nc1ccccc1C(=O)NC1CCCCC1)c1ccccc1
→ -10	1.1

# All compounds of this part, repeating the preview:
# Every second line gives: HCV NS3h FP	Cy5 interf NS3h
- O=C(O)CN1C(=O)/C(=C/c2ccc(OC(=O)c3ccccc3I)cc2)SC1=S
→ 62*	1
- O=C(Nc1ccccc1C(=O)NC1CCCCC1)c1ccccc1
→ -10	1.1
- COc1ccc(C2C(=C(O)c3ccc(Cl)cc3)C(=O)C(=O)N2C)cc1 (stereo not drawn)
→ -5	0.97
- NC(=O)c1cc(NC(=O)c2cccc(F)c2)c(Cl)cc1Cl
→ 2	1.1
- O=C(CN1C(=O)/C(=C/c2cccc(Br)c2)SC1=S)NC1=NCCS1
→ -2	0.99
- CCN(CC)C1=NS(=O)(=O)c2ccccc21
→ -4	1
- Cc1cc(C(=O)N/N=C\c2ccc(I)o2)n[nH]1
→ -1	1
- CCCC(=O)Nc1cccc(NC(=O)c2ccc(-c3cccc(Cl)c3C)o2)c1
→ 15	0.95
- O=C(/C=C/c1cc(Br)cs1)Nc1cccc([N+](=O)[O-])c1
→ 4	0.91
- CC(=O)c1ccc(NC(=S)NC(=O)c2cccnc2)cc1
→ 8	1.1
- CCCc1noc(-c2ccccc2Cl)n1
→ 2	0.76*
- CCOC(=S)NC(=NS(C)(=O)=O)c1ccccc1
→ -1	1
- COc1c(Cl)cc(C(=O)N2CCN(c3ccc(-n4c(C)ccc4C)cc3[N+](=O)[O-])CC2)cc1Cl
→ 7	1
- CC(C)(C)C#C/C=N\n1nnc(-c2ccccc2)n1
→ 12	0.9
- O=C(NCCO)c1cccc([N+](=O)[O-])c1
→ 2	1

# Profiles, looked up by structure. Screens in order: HCV NS3h FP, Cy5 interf NS3h
# Record of O=C(Nc1ccccc1C(=O)NC1CCCCC1)c1ccccc1 : -10, 1.1
# Record of CCCc1noc(-c2ccccc2Cl)n1 : 2, 0.76*
# Record of O=C(O)CN1C(=O)/C(=C/c2ccc(OC(=O)c3ccccc3I)cc2)SC1=S : 62*, 1

# Later entries:
# Every second line gives: HCV NS3h FP	Cy5 interf NS3h
- O=S(=O)(Nc1ccc(Oc2ccccc2)cc1)c1ccc2ccccc2c1
→ 7	1
- COc1ccc(N2C(=O)CC(Sc3nnc(-c4ccccc4)n3-c3ccccc3)C2=O)cc1 (stereo not drawn)
→ 4	0.99
- O=C(c1cc2n(n1)C(C(F)(F)F)CC(c1ccco1)N2)N1CCCc2ccccc21 (stereo not drawn)
→ 8	1.1
- CCOc1ccc(N(CC(=O)Nc2ccc(F)cc2)S(=O)(=O)c2ccc(SC)cc2)cc1
→ -14	1
- COc1ccc(O)c(C2=Nc3ccccc3N=C(C(F)(F)F)C2)c1
→ 4	0.93
- CCOP(=O)(OCC)c1nc(-c2cccc3ccccc23)oc1N1CCC(C)CC1
→ 17	1.1
- CN1CCN(C(=O)CCN2C(=O)/C(=C/c3cccs3)SC2=S)CC1
→ 0	0.58*
- Cc1cc(C(=O)NCCCN(C)C)ccc1[N+](=O)[O-]
→ -11	0.94
- O=c1[nH]c(=S)n(-c2ccccc2F)c(O)c1C=C1C=CC=N1
→ 114*	0.57*
- COc1ccc(N(CC(=O)Nc2ccc(C)cc2C)S(C)(=O)=O)cc1
→ -2	1
- Cc1cccc(N2C(=O)/C(=C/c3cc(C)n(C)c3C)C(=O)NC2=S)c1C
→ 35	1.1
- Cc1ccc(OCC(=O)n2cnnc2N)c(Br)c1
→ 3	1
- COc1ccc(C(=O)Nc2cc(-c3nc4cc(Cl)cc(Cl)c4o3)ccc2C)cc1
→ 4	0.96
- O=C(c1ccc(Cl)cc1)N1CCN(c2ccc([N+](=O)[O-])c(N3CCOCC3)c2)CC1
→ 17	0.97
- O=c1[nH]c(=O)n(-c2ccc(Br)cc2)c(O)c1C=C1C=CC=N1
→ -2	0.83

# Remaining list, next part.
# Every second line gives: HCV NS3h FP	Cy5 interf NS3h
- Cc1cc(/C=N\n2cnnc2)c(C)n1-c1ccc(Br)cc1
→ 6	1
- Cc1ccc(OCC(=O)NCC(C)C)cc1
→ 6	1
- COCCCN1C(=O)/C(=C/c2ccc(O)c(OC)c2)SC1=S
→ 18	1
- O=C(O)c1ccc2c(c1)C(=O)N(c1ccc(-c3nc4cc(N5C(=O)c6ccc(C(=O)O)cc6C5=O)ccc4[nH]3)cc1)C2=O
→ 10	0.65*
- COc1ccc(/C=C(\C#N)C(=O)Nc2ccccc2)cc1C
→ 0	1
- O=C(Nc1ccc(C(=O)N2CCOCC2)cc1)Nc1cccc(Cl)c1
→ 0	0.92
- CCC(=O)Nc1sc2c(c1C(=O)Nc1ccccc1Cl)CCCC2
→ 11	1.1
- Cc1nnc(Nc2ccc3c(c2)nc(C)n3C)c2ccccc12
→ -1	1
- Cc1cc(Br)ccc1NC(=O)c1ccc(Cl)c([N+](=O)[O-])c1
→ 12	1.1
- Cc1cc(Cl)ccc1NC(=O)c1ccc(I)cc1
→ 12	0.9
- CCOc1ccccc1/C=C/C(=O)c1ccc(Br)cc1
→ 1	1
- COc1cccc(NC2=C(Cl)C(=O)N(c3ccc(Br)cc3)C2=O)c1
→ -5	1.1
- CC1=C(C)CC(C(=O)Nc2ccc(N3C(=O)c4ccccc4C3=O)cc2)C(C(=O)O)C1 (stereo not drawn)
→ 5	0.92
- COC(=O)C(CC(C)C)NC(=O)CSc1nnc2c(n1)[nH]c1ccccc12 (stereo not drawn)
→ 12	0.9
- COc1ccc(C/C(N)=N\OC(=O)Cc2ccc(OC)c(OC)c2)cc1
→ 6	1.1

# Remaining list, next part.
# Every second line gives: HCV NS3h FP	Cy5 interf NS3h
- O=C1/C(=C/c2ccco2)N2CCC1CC2
→ -6	0.97
- O=[N+]([O-])c1ccc(Cc2ncccc2O)cc1
→ 10	0.97
- Cc1cc(C)cc(NC(=O)C2CC(=O)N(c3ccc(Cl)cc3)C2)c1 (stereo not drawn)
→ 9	1
- CC/C(=N/N=C(/CC)c1ccccc1N)c1ccccc1N
→ 14	1
- Cc1cc(C)c(NC(=O)C(C)N2C(=O)c3ccccc3C2=O)c(C)c1 (stereo not drawn)
→ 5	1
- O=C(N/N=C\c1ccccc1Br)C(=O)N/N=C\c1ccccc1Br
→ 1	1
- CCOc1ccc(NC(=O)/C=C/c2cc(Br)cs2)cc1
→ 11	0.97
- COc1ccc(N2C(=O)c3ccccc3NC2c2ccc(OC)cc2OC)cc1 (stereo not drawn)
→ 10	1
- Cc1ccc(N2C(=O)CC(NCC3CCCO3)C2=O)cc1 (stereo not drawn)
→ 4	1.2
- COc1cc(C(=O)NC(NC(=S)Nc2cccc(C)c2)C(Cl)(Cl)Cl)cc(OC)c1OC (stereo not drawn)
→ 1	1
- O=C(Nc1ccc(Br)cc1)C1CN(S(=O)(=O)c2ccccc2)CCN1S(=O)(=O)c1ccccc1 (stereo not drawn)
→ -3	1.1
- CCOc1ccccc1NC(=O)c1cc(C(=O)O)ccc1C(=O)O
→ 8	0.97
- CCc1cc(=O)oc2cc(C)cc(OC(C)C(C)=O)c12 (stereo not drawn)
→ 6	1.1
- Cc1cc2ncn(CC(O)COc3cccc(C(=O)O)c3)c2cc1C (stereo not drawn)
→ -3	1.1
- CCOC(=O)C1=C(C)NC(C)=C(C(=O)OC)C1c1ccco1 (stereo not drawn)
→ -3	0.91

# Further compounds
# Every second line gives: HCV NS3h FP	Cy5 interf NS3h
- Cc1ccc(C2CC(C(F)(F)F)n3nc(C(=O)N4CCN(c5ccccc5)CC4)cc3N2)cc1 (stereo not drawn)
→ 15	0.97
- CCOC(=O)N(Cc1ccccc1)C(C(=O)O)C(C(=O)O)N(Cc1ccccc1)C(=O)OCC (stereo not drawn)
→ 0	0.97
- O=C1c2ccccc2NC(c2ccccc2O)N1Cc1ccco1 (stereo not drawn)
→ -8	0.9
- O=C(Nc1ccccc1C(=O)Nc1ccccc1Cl)c1ccccc1Cl
→ 13	0.94
- O=C(CSc1ncccn1)NCc1ccccc1
→ 3	1
- CCOc1ccccc1NC(=O)c1ccc(CN2CCOCC2)cc1
→ 6	1.1
- CC1=C(C(=O)Nc2ccccc2)C(c2ccc(Br)cc2)NC(=O)N1 (stereo not drawn)
→ -6	0.94
- O=S(=O)(NC1CCCCCC1)c1cc(Cl)ccc1Cl
→ 7	0.92
- Cc1cc2c(cc1C)N(C(=O)CSc1ncn[nH]1)C(C)(C)c1ssc(=S)c1-2
→ 13	0.89
- Cc1oc2c(CN3CCN(C)CC3)c(O)ccc2c(=O)c1-c1nc2ccccc2s1
→ 9	0.93
- COc1ccc(Cl)cc1C(=O)Nc1cccc2nsnc12
→ 8	0.94
- COc1ccc(NC(=O)CN(c2cccc(Br)c2)S(=O)(=O)c2ccccc2)cc1
→ 10	1
- Cc1ccc(/C(N)=N\OC(=O)c2ccc(C)c([N+](=O)[O-])c2)cc1
→ 1	1
- COc1cccc(C2C(C(=O)Nc3ccccc3)=C(C)N=c3s/c(=C\c4ccc(N5CCOCC5)o4)c(=O)n32)c1 (stereo not drawn)
→ -2	1
- CCOC(=O)c1[nH]cnc1C(=O)N1CCCCC1
→ 2	1

# Following part
# Every second line gives: HCV NS3h FP	Cy5 interf NS3h
- C=CCNC(=O)c1cc(Cl)c(OC)c(Cl)c1
→ -4	0.97
- COc1ccc(Cl)cc1NC(=O)c1cccc(N(C)C)c1
→ 9	1
- O=C(CCCOc1ccc(Cl)cc1Cl)NCCCn1ccnc1
→ 1	1
- O=C(CSc1ncccn1)NCCc1ccccc1
→ 0	1.1
- C=C(C)Cn1c(-c2ccc([N+](=O)[O-])cc2)n[nH]c1=S
→ -5	1
- Cc1ccc(C(=O)N/C(=C\c2cccc(Oc3ccccc3)c2)C(=O)NCCCn2ccnc2)cc1
→ 10	0.89
- COC(=O)c1ccc(-n2c(C)cc(C=C3C(=O)N(C)C(=O)N(C)C3=O)c2C)cc1
→ 16	0.8*
- COc1ccc(CN2CCN(Cc3cccc([N+](=O)[O-])c3)CC2)cc1
→ -7	0.99
- COc1ccc(Cl)cc1/C=C1\C(=O)NC(=O)N(c2ccc(Cl)cc2)C1=O
→ 23	0.95
- CCc1ccccc1N(CC(=O)Nc1ccc2ccccc2c1)S(C)(=O)=O
→ 7	0.9
- COc1ccc(C2C(=C(O)c3ccc(Cl)cc3)C(=O)C(=O)N2CCCC(=O)O)cc1 (stereo not drawn)
→ -44	0.15*
- CCCCC(O)(CCCC)c1ccccc1O
→ 13	0.85
- O=S(=O)(c1ccccc1C(O)(c1ccccc1)c1ccccc1)c1ccccc1C(O)(c1ccccc1)c1ccccc1
→ 6	0.76*
- CC1=C(C(=O)Nc2ccc(C)cc2)C(c2ccc(C(C)C)cc2)NC(=S)N1 (stereo not drawn)
→ 11	1
- COc1ccc(C(=O)Nc2cc(Cl)ccc2Cl)cc1NC(=O)COc1ccc(F)cc1
→ 0	0.93

# Continued.
# Every second line gives: HCV NS3h FP	Cy5 interf NS3h
- Cc1ccsc1/C=C1\SC(=S)N(C(C)C)C1=O
→ 5	0.99
- COc1ccc(C2=C/C(=C\c3ccc4c(c3)OCO4)C(=O)O2)cc1
→ 2	0.94
- COc1ccc(N(CC(=O)Nc2ccc3ccccc3c2)S(=O)(=O)c2ccc(C)cc2)cc1
→ 10	0.99
- O=C(Nc1cccc(Cl)c1)c1ccc(C(=O)Nc2cccc(Cl)c2)cc1
→ 2	1
- CCc1nn2c(N)c(C=C3C=CC(=O)C=C3)c(=O)nc2s1
→ 3	1
- CC1CCN(C(=O)c2ccc(Cl)cc2Cl)CC1
→ -1	1.1
- CC(=O)Nc1ccc(Oc2ccc(NC(C)=O)c(NC(C)=O)c2)cc1
→ 1	1.1
- Cc1ccccc1OCc1nc(-c2ccc([N+](=O)[O-])cc2)no1
→ 11	1.1
- Cc1cc(C=C2C(=O)N(C)C(=O)N(C)C2=O)c(C)n1C
→ -10	1.1
- CC1CCCN(C(=O)c2ccccc2)C1 (stereo not drawn)
→ 6	0.79*
- CC(C)C(=O)Nc1ccc2c3c(cccc13)CC2
→ 0	1
- CN(C)c1ccc(/C=N\NC(=O)/C(=C\c2ccc3c(c2)OCO3)NC(=O)c2ccccc2)cc1
→ 24	1.1
- COC(=O)C1=C(C)N=c2s/c(=C/c3ccc(OC(C)=O)cc3)c(=O)n2C1c1ccc(OC(C)=O)cc1 (stereo not drawn)
→ 24	0.97
- Cc1cc(NS(=O)(=O)c2ccc(Nc3nc(-c4ccccn4)cs3)cc2)no1
→ 4	1
- CC(C(=O)N1CCc2ccccc2C1)N1C(=O)c2ccccc2C1=O (stereo not drawn)
→ 6	0.99

# (list continues)
# Every second line gives: HCV NS3h FP	Cy5 interf NS3h
- O=C(CC1S/C(=N/N=C\c2ccccc2)NC1=O)Nc1ccc(C(=O)O)cc1 (stereo not drawn)
→ 128*	1.1
- CCc1ccccc1N1C(=O)CC(Sc2nc(C)cc(C)n2)C1=O (stereo not drawn)
→ 9	0.94
- Cc1ccc2nsnc2c1NC(=O)c1ccc(-c2cc(Cl)ccc2Cl)o1
→ -5	0.99
- Cc1cc(C)c(OCC(=O)Nc2c(C)cccc2C)c(C)c1
→ 10	0.92
- COc1ccc(C(=O)c2ccccc2)c(OC)c1
→ -6	0.91
- Cc1c(N2C(=O)/C(=C/c3ccc(OC(=O)c4cccc([N+](=O)[O-])c4)cc3)SC2=S)c(=O)n(-c2ccccc2)n1C
→ 15	0.95
- CCN(CC)c1ccc(C=Nc2nc(-c3ccccc3)c(C)s2)cc1
→ 10	1.2
- C=CCOc1c(Br)cc(C2C3=C(CC(C)(C)CC3=O)OC3=C2C(=O)CC(C)(C)C3)cc1OCC
→ 25	0.93
- COc1ccc(OC)c(/C=C(\C#N)c2ccc(Cl)cc2)c1
→ 19	1
- O=C(c1cc(Cl)ccc1Cl)N(Cc1ccccc1)c1ccccn1
→ 8	0.62*
- CC(C)C(=O)Nc1ccc(Br)c(NC(=O)c2ccccc2)c1
→ 4	1
- O=C1C2C3C=CC(C4CC34)C2C(=O)N1c1ccc(Cl)cc1 (stereo not drawn)
→ -4	0.92

# Compound activity as filed in PubChem.
